Assay outcomes deposited in PubChem BioAssay by several laboratories.
CRFR2-BP antag: blocks CRF-induced signaling of the CRF-BP/CRF-R2 complex. actives 0.59% (n = 350,000). inhibition, % at 11.8 µM. HEK293 CRF-R2/CRF-BP, CRF-induced calcium fluorescence. AID 588475;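 active = inhibition of the ligand-induced calcium signal above about 50% at the single tested concentration, limit read from the data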
IMP-1 inh: blocks Pseudomonas aeruginosa IMP-1 metallo-beta-lactamase; purified IMP-1, nitrocefin hydrolysis, epi-absorbance fluorescence; inhibition, % at 5.6 µM; actives 0.45% (n = 290,000);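 active = inhibition above the mean plus 3 SD of all compounds in the same screening run, cut at about 4.5% in these data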;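 also: 0% = IMP-1 with DMSO and 100% = DMSO wells lacking enzyme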
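System – purified recombinant IMP-1 beta-lactamase · Input – IMP-1 dispensed at 0.2 nM · Timing – 15 min preincubation plus 25 min reaction at 25 °C · Signal – Epi-absorbance fluorescence, 480 nm excitation, 530 nm emission · Measure – percent IMP-1 inhibition derived from blank-referenced optical density · Controls – Enzyme-plus-DMSO low control, enzyme-free DMSO high control · Replication – singlicate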
VIM-2 inh: inhibitors of Pseudomonas aeruginosa VIM-2 metallo-beta-lactamase. purified VIM-2, nitrocefin hydrolysis, epi-absorbance fluorescence. inhibition, % at 5.6 µM. actives 0.89% (n = 290,000);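 active = inhibition above the mean of all tested compounds plus 3 SD, cutoff set per screening run, cut at about 7.5% in these data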;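 also: red hydrolysis product quenches plate fluorescence so inhibitors raise well fluorescence; 0% = enzyme with DMSO and 100% = DMSO without enzyme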
p-CIP stab down: p/CIP protein destabilization. AID 1984. F442A p/CIP-EGFP cells, EGFP fluorescence, 16 h. decrease of EGFP signal, % at 10 µM. actives 0.01% (n = 290,000);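 active = EGFP signal decrease of at least 30% at 10 µM or well 3 SD below plate mean, unless failing retest; inactive = the rest, including hits failing retest or dose response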; also: some compounds called inactive have numbers as strong as hits; many of its hits are not listed in these tables
HCV NS3 hel inh: HCV NS3 helicase inhibition. NS3 helicase DNA unwinding, Cy5 molecular beacon fluorescence. inhibition, % at 10.9 µM. actives 0.56% (n = 290,000);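 active = inhibition above the mean of all tested compounds plus 3 SD, set per campaign, cut at about 35% in these data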;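 also: 0% = DMSO wells and 100% = thioflavine S control wells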
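System: HCV NS3 helicase fragment; control set: DMSO and thioflavine S; technique: Cy5 fluorescence at 0 and 60 min, beacon hairpin quenching; reagent: beacon DNA duplex substrate plus ATP; replicates: singlicate; schedule: 1 h reaction at 25 °C, ATP-initiated; medium: MOPS buffer pH 6.5 with MgCl2, DTT, Tween20, BSA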
IDE act: boosts human insulin-degrading enzyme activity in HEK cells. P14735. FAbeta-B cleavage, fluorescence polarization; 0% vehicle, 100% cell-free pure enzyme wells. activation, % at 5.96 µM. actives 0.073% (n = 340,000). AID 493087;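 active = activation above the mean of all tested compounds plus 3 SD, set per screening campaign, cut at about 17% in these data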
SUMO HTRF inh: blocks human SUMOylation mediated by UBC9; HTRF SUMOylation assay, SAE1/SAE2 + UBC9, in vitro; inhibition, % at 35 µM; AID 2006; actives 0.36% (n = 290,000); P63279; in the data active = inhibition above about 50%, passing the limit was not always enough; also: strong numbers were not always called active
Target sequence (P63279 whole entry, looked up): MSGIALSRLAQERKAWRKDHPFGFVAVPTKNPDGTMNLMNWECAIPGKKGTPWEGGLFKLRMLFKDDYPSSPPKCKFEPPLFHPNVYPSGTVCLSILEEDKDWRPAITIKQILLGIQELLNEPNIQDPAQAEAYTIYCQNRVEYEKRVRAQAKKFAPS
IDE inh: inhibitors of human insulin-degrading enzyme in cells; inhibition, % at 5.59 µM; actives 0.41% (n = 320,000); P14735; HEK cells, FAbetaB cleavage, fluorescence polarization;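 active = percent inhibition above the average of all tested compounds plus 3 SD, set per screening campaign, cut at about 16% in these data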;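 also: IDE supplied by intact live HEK cells; FP after avidin binding of uncleaved biotin substrate so inhibition keeps polarization high; 0% = DMSO wells and 100% = 60 µM reference IDE inhibitor Ii1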
GalR3 antag: blocks the human galanin receptor 3; actives 0.44% (n = 360,000); O60755; HEK293 GalR3-CNG cAMP membrane potential fluorescence; galR3 body fused to GalR1 C-terminus; inhibition, % at 3 µM;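 active = inhibition above the screen-wide average plus 3 SD, cut at about 13% in these data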;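 also: forskolin and galanin both at EC90 stimulate the cells; cAMP rise reported by CNG channel membrane potential dye signal; 0% = forskolin plus galanin with DMSO and 100% = forskolin alone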
Target sequence (O60755 1-299 limits assumed): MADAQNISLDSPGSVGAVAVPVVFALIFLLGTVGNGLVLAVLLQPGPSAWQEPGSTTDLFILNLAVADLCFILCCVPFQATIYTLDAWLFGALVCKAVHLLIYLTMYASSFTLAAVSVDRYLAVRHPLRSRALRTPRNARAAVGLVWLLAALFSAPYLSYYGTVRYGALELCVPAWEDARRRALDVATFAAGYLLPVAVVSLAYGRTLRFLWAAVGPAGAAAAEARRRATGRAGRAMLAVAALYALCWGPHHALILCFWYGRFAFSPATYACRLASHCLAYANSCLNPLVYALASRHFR
* marks the source's active call; other numbers are inactive results; / = no result given. Hits appear at their usual frequency; overall some 3.2% were active at least once.

CRFR2-BP antag,IMP-1 inh,VIM-2 inh,p-CIP stab down,HCV NS3 hel inh,IDE act,SUMO HTRF inh,IDE inh,GalR3 antag,mol
-22,4.3,0.0,-3,-5,0,53*,1,-8,COc1ccc(-c2cc(-c3ccccc3)n3ncnc3n2)cc1
-15,-5.3,-2.9,-5,5,-10,-4,4,-7,Fc1cc2[nH]c(=S)[nH]c2c(Br)c1N1CCSCC1
3,/,/,/,/,5,/,2,-4,C(=C\n1nnc2ccccc21)/c1ccccn1
10,-1.4,0.2,-2,-1,0,14,0,-8,CCCN1CCN(S(=O)(=O)c2ccc(-c3cc(C)no3)s2)CC1
10,-0.5,-1.6,-4,-1,1,25,-1,-6,O=C(O)c1ccc(OCC(F)(F)F)nc1
-1,-0.4,-2.2,1,13,0,-11,3,-3,COc1ccc(OCc2cc(C(=O)NCC3CCCCO3)no2)c(Cl)c1 (centres undefined)
/,-3.0,-1.6,-1,0,/,-1,-8,-8,COc1ccc(NC(=S)N(CCN2CCOCC2)Cc2cc3cc4c(cc3[nH]c2=O)OCO4)cc1
15,-4.0,-2.0,-3,-1,1,0,8,-2,CN(C)C(=O)c1ccc2c(c1[N+](=O)[O-])C(=O)c1ccccc1C2=O
-2,-3.3,-0.7,-4,33,-4,24,8,-2,COC(=O)C1=C(O)/C(=C\c2ccc(CNS(=O)(=O)c3ccccc3)o2)N=C1C
-14,-2.5,-2.4,1,5,-2,8,9,-7,O=C1CCCN1CCCNc1ccc(S(=O)(=O)N2CCCCC2)cn1
5,-2.3,-4.2,7,-2,-2,-11,2,-3,Nc1nnc(-c2ccccc2)s1
5,-0.3,-0.2,-3,-2,7,15,2,1,CCOc1ccccc1N(CC(=O)NCC1CCCO1)C(=O)CNS(=O)(=O)c1ccccc1 (centres undefined)
18,/,/,/,/,4,/,-4,2,CCOc1ccccc1N1CC(C(=O)NNC(=O)c2cc(OC)c(OC)c(OC)c2)CC1=O (centres undefined)
-1,1.1,0.9,-11,5,3,15,-9,-8,C#CCN1c2ccccc2Sc2cccnc21
11,0.0,2.1,-7,-6,-7,6,-6,-1,Cc1ccc(N2CC(C(=O)Nc3ccc(S(=O)(=O)N4CCOCC4)cc3)CC2=O)cc1 (centres undefined)
-6,0.4,-0.1,-9,0,3,-9,0,-5,CCCCCn1c(CN2CCN(c3cccc(Cl)c3)CC2)nc2c1c(=O)n(C)c(=O)n2C
10,-3.3,-0.6,-3,0,-2,-42,4,-2,Cc1ccc2cccc(O)c2[n+]1[O-]
-9,-0.2,1.2,3,12,/,18,8,-8,CCOC(=O)c1c(C)nn(-c2ncccc2NC(=O)CCC(=O)O)c1C
-1,/,/,/,/,0,/,3,-2,CC(=O)NC(c1cc(Cl)c2cccnc2c1O)C1CC1 (centres undefined)
-17,-0.4,1.1,-22,-1,2,6,6,-3,COc1ccc(/C=C/C(=O)c2ccc3c(c2)OCCO3)cc1[N+](=O)[O-]
19,-2.0,-1.0,2,5,0,-18,-7,3,Cc1cc(C(=O)COC(=O)c2ccc[nH]c2=O)c(C)n1-c1ccccc1
4,/,/,/,/,6,/,-1,-5,CC1(C(=O)OCC(=O)NNC(=O)COc2ccc(Cl)cc2)CC1(Cl)Cl (centres undefined)
0,/,/,/,/,2,/,2,0,CC(NC(=O)C1CCN(C(=O)c2ccc(F)cc2)CC1)c1ccc(-n2ccnc2)cc1 (centres undefined)
-11,-0.5,13*,-11,-9,2,17,1,-13,CC1CCCN(c2c3c(nc4ccccc24)CCCC3)C1 (centres undefined)
7,-4.4,-3.0,6,-1,-3,-6,3,-5,Cc1ccc(NC(=O)OCCN2CCN(S(=O)(=O)c3ccc(C)cc3)CCC2=O)cc1
9,-1.9,2.0,2,0,-3,1,3,-9,CCN1/C(=C2/SC(=S)N(NC(C)=O)C2=O)Sc2ccc(Cl)cc21
1,-2.3,-1.9,-3,-9,-1,4,1,-1,C#CCOCCOCCOCCNc1nc(N2CCN(C(=O)[C@H](C(C)C)n3cc(CCO)nn3)CC2)nc(N2CCN(C(=O)[C@H](C(C)C)n3cc(CCO)nn3)CC2)n1
-2,-3.6,-2.3,-9,0,-2,-10,-2,-7,C=C1C2C[C@H](O)C(C)(C)[C@@]2(O)[C@H](O)C[C@]23C[C@@](C)(O)[C@H](CC[C@H]12)[C@H]3O (some centres undefined)
18,-4.6,-6.5,-15,6,-8,6,1,-9,C=CCn1c(=O)c2ccccc2n2c(SCc3nc4ccccc4s3)nnc12
19,-2.3,2.3,7,3,4,14,5,4,CCOc1ccc(-c2nc3ccccc3c(=O)o2)cc1
-10,-2.5,1.2,4,-11,0,-7,-1,2,CC(C)c1nc2c(c(=O)c3ccccc3n2C)c(=O)n1-c1ccc(F)cc1
-15,-5.1,-3.5,-4,-10,-3,13,4,/,CCOC(=O)CNC(=O)c1sc2ncnc(N3CCc4ccccc4C3)c2c1C
6,-0.4,-1.7,2,-4,3,2,7,-6,CC12CCC(C/C1=N/O)C2(C)CBr (centres undefined)
1,-1.6,-3.0,-1,-4,1,22,2,-5,CC(=O)Nc1cccc(NC(=O)CCCC(=O)O)c1
6,-0.8,-1.4,5,-5,2,14,-8,-4,O=C(COc1ccc(Br)cc1)Nc1ccc(-c2nnc(-c3ccco3)o2)cc1
2,-1.6,-1.0,13,4,-3,-9,1,4,O=C(CSc1nnc(-c2cccnc2)n1CCc1ccccc1)N1CCCCC1
-6,-2.9,1.1,3,-12,0,14,2,-3,Cc1ccc(C(=O)NC2CCCCNC2=O)cc1 (centres undefined)
6,-0.6,0.0,-13,-5,2,0,3,-5,Cc1ccc2c(c1)cc(C(=O)NCc1ccccc1)n2C
43,-4.1,-5.1,-15,10,4,8,1,-4,COC(=O)C(Oc1ccc2c(-c3ccc(OC)cc3)cc(=O)oc2c1)c1ccccc1 (centres undefined)
3,-1.4,-1.3,-6,-2,4,15,1,-4,CCCCNC(=O)CCNS(=O)(=O)c1ccc(Br)cc1
10,/,/,/,/,1,/,-1,-5,COc1ccc(Cl)cc1NS(=O)(=O)c1cccc(C(=O)N2CC(C)OC(C)C2)c1 (centres undefined)
2,-4.5,-3.4,4,-3,0,-8,/,-6,Cc1ccc(N=Nc2cc(C)ccc2O)c(C)c1
-3,-0.2,-1.8,-4,0,-3,-16,2,0,O=C(NCCc1ccccc1)C1CCCN(S(=O)(=O)c2cnc[nH]2)C1 (centres undefined)
-4,-0.2,0.9,-4,-3,7,-3,5,0,Cc1ccc(NC(=O)N(Cc2nc3ccccc3c(=O)[nH]2)Cc2cccs2)cc1
11,/,/,/,/,5,/,-3,1,CC(C)N(C(=O)[C@H]1CC(CC(=O)NCC23CC4CC(CC(C4)C2)C3)C(=O)N2CCc3c([nH]c4ccccc34)[C@]12C)C(C)C (some centres undefined)
-28,-2.6,0.5,-2,-10,-2,-4,-1,-5,CC(C)OP(=O)(OC(C)C)C(NC(=O)c1ccc(Br)cc1)c1ccccc1 (centres undefined)
4,/,/,/,/,7,/,2,-6,COC(=O)c1ccc(CNC(=O)COC(=O)/C=C/c2ccc(O)c(OC)c2)cc1
1,-1.1,-1.8,0,-7,-2,13,2,-9,CC1N(C(=O)N2CCOCC2)CCN1S(=O)(=O)c1ccc(Cl)cc1 (centres undefined)
0,/,/,/,/,5,/,-7,-3,CN(C)c1ccc(S(=O)(=O)NCC(=O)OCC(=O)NC(=O)C2CCCCC2)cc1[N+](=O)[O-]
-11,/,/,/,/,-2,/,2,-5,Cc1noc(C)c1NC(=O)Nc1ccc2c(c1)C(=O)N([C@@H](C)CO)C[C@@H](C)[C@@H](CN(C)Cc1ccc3c(c1)OCO3)O2

(next part)
CRFR2-BP antag,IMP-1 inh,VIM-2 inh,p-CIP stab down,HCV NS3 hel inh,IDE act,SUMO HTRF inh,IDE inh,GalR3 antag,mol
-3,-3.3,-0.2,-10,6,4,1,2,-4,CC(C)(C)NC(=O)C(Cc1ccccc1)NS(=O)(=O)c1cccc2nsnc12 (centres undefined)
32,-2.8,-2.7,-10,-47,0,5,3,4,CCOc1cc(CNC(C)(C)C)ccc1OCC(=O)Nc1cccc(C(F)(F)F)c1
-6,-1.5,0.6,-15,16,4,-16,-5,-4,CC1(C)OC(C(O)(c2ccccc2)c2ccccc2)[C@@H](C(O)(c2ccccc2)c2ccccc2)O1 (some centres undefined)
-5,-2.2,0.0,-10,-4,-1,9,0,0,O=C(CSc1nncn1-c1ccccc1)NCc1cccs1
-22,-5.2,-8.7,-16,-14,-9,-8,7,-7,COc1ccccc1-n1cc(-c2ccc(Br)cc2)[nH]c1=S
-20,-1.4,0.7,-2,-4,-1,-4,-2,/,CCn1cc(SCC(N)=O)c2ccccc21
-15,-2.2,-0.3,5,-5,1,2,0,-2,CCOC(=O)CSc1nc2ccc(S(=O)(=O)N3CCOCC3)cc2[nH]1
0,2.9,0.5,-2,7,4,2,-1,-2,O=C(NCCCn1ccnc1)c1ccc2nccnc2c1
2,0.8,1.8,-5,-1,2,1,-2,2,CCn1c(=O)n(CC)c2cc(N3CCCC3)c(NC(=O)c3cccc(OC)c3)cc21
1,/,/,/,/,6,/,9,-1,CC(C)(C)OC(=O)N[C@@H](Cc1ccccc1)C(=O)N[C@@H](CO)[C@H](O)[C@@H]1C[C@@H]1C(=O)NC1CCCCC1
-5,-2.3,-2.8,-1,4,4,17,-2,1,O=C(O)CSc1nnc(-c2ccccc2)o1
0,-1.9,-5.3,5,-17,-4,-17,2,-2,CS(=O)(=O)N1CCc2cc(C(=O)N3CCN(c4cccc(Cl)c4)CC3)ccc21
9,0.4,0.2,/,-4,4,/,3,-6,COc1ccc(C2C(Oc3ccccc3)C(=O)N2c2ccc(C)c(C)c2)cc1OC (centres undefined)
85*,-4.1,-4.5,-10,-8,-1,10,5,-7,COc1ccccc1/C=C/C(=O)N1CCOCC1
-404,2.1,1.9,-750,13,/,8,2,1,CCN(CC)c1ccc2cc(-c3nc(-c4ccc(OC)cc4)cs3)c(=O)oc2c1
0,/,/,/,/,8,/,0,-7,O=C(COC(=O)CC1SC(N2CCCC2)=NC1=O)Nc1c(F)c(F)c(F)c(F)c1F (centres undefined)
16,-1.9,-3.2,-6,-1,-2,-3,-3,4,CCCCn1c(N)c(N(CCC(C)C)C(=O)c2sc3nc4n(c(=O)c3c2C)CCC4)c(=O)[nH]c1=O
25,-2.1,-1.6,3,-2,2,12,-1,/,CN1CC2CCCC3(C1)C(=O)NC1(CCCCC1)N=C23 (centres undefined)

Single records (already shown). Order of values: CRFR2-BP antag	IMP-1 inh	VIM-2 inh	p-CIP stab down	HCV NS3 hel inh	IDE act	SUMO HTRF inh	IDE inh	GalR3 antag
`O=C1CCCN1CCCNc1ccc(S(=O)(=O)N2CCCCC2)cn1` as listed: -14	-2.5	-2.4	1	5	-2	8	9	-7
`Cc1noc(C)c1NC(=O)Nc1ccc2c(c1)C(=O)N([C@@H](C)CO)C[C@@H](C)[C@@H](CN(C)Cc1ccc3c(c1)OCO3)O2` as listed: -11	/	/	/	/	-2	/	2	-5
